Assay outcomes deposited in PubChem by National Center for Advancing Translational Sciences (NCATS).
Menin MLL FP TR = menin-MLL binding inhibition, Texas Red mutant peptide; O00255; Menin + Texas Red MLL mutant peptide, fluorescence polarization; Potency, µM (titrated, usually from 61.6 µM), without a hit: at the top dose FP activity change, negative = inhibition, actives largely listed as inhibitors; hit rate 0.23% among 270,000; AID 1768; active means well fitted inhibition curve with a large enough effect in the polarisation, with a control signal flat, not every such curve was filed as active; inconclusive means small, poorly fitted or top-dose-only effect, or effect the other way, or a change in a side signal; inactive means no such curve, though single readings can be large or run the other way; the % refers to the polarisation; further: potency means the concentration at half of the fitted maximal effect; % of control where 0% means no effect; many of its hits are not listed in these tables
PKM2 activator = increases activity of human pyruvate kinase M2. AID 1631. purified PKM2, Kinase-Glo ATP luminescence, activation; response scale: 0% is enzyme alone, no compound. P14618. hit rate 0.34% among 260,000. Potency, µM (series often up to 57.5 µM), without a hit: at the highest dose activation, hits mostly activators; further: potency means the concentration at half of the fitted maximal effect; on the % scale 0 is the no-effect control and ±100 the full control effect; nearly all actives have a fitted effect of over 55% in size
Target sequence (P14618 whole entry, looked up): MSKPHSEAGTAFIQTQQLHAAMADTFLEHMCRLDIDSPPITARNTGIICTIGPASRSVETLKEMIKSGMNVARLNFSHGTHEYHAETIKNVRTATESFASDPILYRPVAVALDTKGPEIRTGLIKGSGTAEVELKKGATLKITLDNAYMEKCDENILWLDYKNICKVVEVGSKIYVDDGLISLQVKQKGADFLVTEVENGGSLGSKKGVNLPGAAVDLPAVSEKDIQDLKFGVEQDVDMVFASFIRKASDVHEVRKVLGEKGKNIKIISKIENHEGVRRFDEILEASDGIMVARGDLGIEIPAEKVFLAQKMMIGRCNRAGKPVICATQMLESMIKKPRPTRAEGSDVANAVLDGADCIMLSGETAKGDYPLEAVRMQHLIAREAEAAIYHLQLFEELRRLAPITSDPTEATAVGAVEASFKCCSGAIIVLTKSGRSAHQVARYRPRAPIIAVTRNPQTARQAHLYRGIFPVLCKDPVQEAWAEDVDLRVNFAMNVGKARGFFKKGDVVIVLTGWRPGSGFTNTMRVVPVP
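hPK-M2, >95% pure; 0.1 mM ADP / 0.5 mM PEP final; imidazole pH7.2 buffer w/ 7 mM MgCl2, 50 mM KCl; 1 h RT; Kinase-Glo lum. Intermediate enzyme activity for dual inhibitor/activator qHTS.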
Rab9 prom act = activators of Rab9 promoter. Huh7 Rab9 promoter-luciferase reporter, luminescence, 24 h. Potency, µM (titrated, usually from 9.22 µM), inactives show top-dose activation, negative = inhibition, most hits filed as activators. hit rate 2.8% among 320,000; further: potency means the concentration at half of the fitted maximal effect; % of control where 0% means no effect; nearly all actives have a fitted effect of over 60% in size
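Cell-based reporter: Huh7 stable for Rab9 promoter-driven luciferase, plated in reduced-serum medium with 10% FBS at 1500 cells/well, compound-treated 24 h at 37 °C, luminescence read after 10 min reagent.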
p53 reactivation = re-activators of mutant p53. H1299 p53-A138V BP100-luciferase reporter, luminescence, 24 h. Potency, µM (top dose mostly 92.2 µM), for the others: at the highest dose activity change, positive = activation, most hits filed as activators. hit rate 0.063% among 320,000; further: potency means the concentration at half of the fitted maximal effect; % of control where 0% means no effect; nearly all actives have a fitted effect of over 45% in size
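p53-null H1299 cells stably carrying temperature-sensitive p53-A138V and a BP100-luciferase reporter were pinned with compounds (4-point, 1:5 series) and held 24 hrs at 37 deg C. Luminescence was read 10 min after detection reagent.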
FLuc modulator = counter-screen for miR-21 project: firefly luciferase inhibitors or activators | P08659 | Potency, µM (highest dose often 57.5 µM), for inactives: at the highest dose activity change, negative = inhibition, most hits filed as inhibitors | purified FLuc, Km substrates, luminescence inhibition | hit rate 6.9% among 360,000;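 further: potency means the concentration at half of the fitted maximal effect; plate controls were vehicle for no effect and reference inhibitor for full effect; nearly all actives have a fitted effect of over 55% in size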
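Purified P. pyralis luciferase (10nM final) with 10uM D-luciferin and 10uM ATP (Km levels) in 50mM Tris acetate pH 7.5, 10mM Mg acetate, 0.01% Tween-20, 0.05% BSA; qHTS 6-point titration, ~60 µM downward; luminescence read.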
RORgamma inh = blocks mouse ROR gamma transcriptional activity. P51450. Drosophila S2 Gal4-RORgamma UAS-luciferase reporter, 20 h. hit rate 5.4% among 310,000. Potency, µM (top dose mostly 53.6 µM), for the others: at the highest dose activity change, negative = inhibition, usual class: inhibitors. AID 2551; further: potency means the concentration at half of the fitted maximal effect; on the % scale 0 is the no-effect control and ±100 the full control effect; nearly all actives have a fitted effect of over 60% in size
Target sequence (P51450 whole entry, looked up, the tested form may be a part): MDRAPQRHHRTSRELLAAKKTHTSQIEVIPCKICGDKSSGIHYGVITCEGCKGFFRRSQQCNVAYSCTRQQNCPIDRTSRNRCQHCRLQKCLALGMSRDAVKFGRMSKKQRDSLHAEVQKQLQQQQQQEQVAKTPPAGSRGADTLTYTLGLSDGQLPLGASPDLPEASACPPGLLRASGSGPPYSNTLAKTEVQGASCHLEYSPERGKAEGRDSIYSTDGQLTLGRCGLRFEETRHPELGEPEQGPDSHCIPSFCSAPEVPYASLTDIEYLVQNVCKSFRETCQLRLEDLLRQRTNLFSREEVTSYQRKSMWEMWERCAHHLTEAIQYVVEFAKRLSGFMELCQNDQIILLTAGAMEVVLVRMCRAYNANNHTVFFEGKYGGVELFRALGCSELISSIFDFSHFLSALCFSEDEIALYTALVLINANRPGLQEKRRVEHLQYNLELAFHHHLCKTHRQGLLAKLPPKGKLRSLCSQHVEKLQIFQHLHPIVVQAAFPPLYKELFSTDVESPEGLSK
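Schneider cells (Drosophila), stable Gal4 DBD–ROR gamma + UAS-luc; 1 hr cmpd preincubation; Cu2+ induction 700 uM final; 20 hr ambient; luminescence.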
NPC1 prom act = NPC1 promoter activation | Huh7 NPC1 promoter luciferase reporter, 24 h | Potency, µM (highest dose often 9.22 µM), for the others: at the top dose activation, most hits filed as activators | hit rate 2.4% among 320,000 | AID 485313;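 further: potency means the concentration at half of the fitted maximal effect; % of control where 0% means no effect; nearly all actives have a fitted effect of over 60% in size; reporter is driven by a mutant NPC1 promoter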
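Readout is luciferase luminescence, reflecting NPC1 promoter activation in stably transfected Huh7 cells after 24 h compound exposure at 37 °C in reduced-serum medium with 10% FBS.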
BRCA1 expr up = activators of BRCA1 expression. MCF7-BRCA1-FFLuc reporter, luminescence, 48 h; response scale: scaled: vehicle 0%, 10 µM genistein 100%. Potency, µM (titrated, usually from 46.1 µM), for the others: top-dose activation, hits mostly activators. hit rate 1.1% among 380,000; further: potency means the concentration at half of the fitted maximal effect; nearly all actives have a fitted effect of over 80% in size; some results filed as inactive show a strong effect at the top dose
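MCF7 cells carrying a BRCA1-firefly luciferase reporter (2000 cells/well, phenol-red free MEM) were attached for 2 h at 37 °C, then given compounds for 48 h. Luminescence was read 15 min after luciferase reagent; activity normalized to genistein (10 microM) and DMSO.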
Giardia killer = kills Giardia lamblia. activity change, % at 7.66 µM, hits read low. Giardia lamblia trophozoite viability. hit rate 0.15% among 340,000; in the data active means activity change below about -80%; inconclusive means between about -30% and that limit;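 further: parasites exposed to compound for two days anaerobically before the ATP read; on the % scale 0 is the no-effect control and ±100 the full control effect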
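Anaerobic 48 hrs incubation at 37 deg C of 100 trophozoites/well with test compounds; ATPLite 1-Step luminescence, 15-30 min RT, reports cellular ATP as viability.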
ELG1 genotoxic = induces genotoxicity in HEK293T cells with luciferase-tagged ELG1; AID 504466; Potency, µM (doses to about 46 µM), inactives show at the top dose activity change, positive = activation, usual class: activators; HEK293T ELG1-luciferase reporter, luminescence, 16 h; hit rate 1.3% among 330,000; further: potency means the concentration at half of the fitted maximal effect; % of control where 0% means no effect; nearly all actives have a fitted effect of over 60% in size
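Reporter readout depends on ELG1 protein level, which increases with genetic stress. After 16 hr compound exposure at 37 °C, luciferase activity was quantified using ONE-Glo.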
VP16 counter = counter-screen for ROR gamma inhibitors: Gal4-VP16 reporter; hit rate 3.5% among 310,000; AID 2546; Drosophila S2 Gal4-VP16 UAS-luciferase, luminescence, 20 h; Potency, µM (series often up to 53.6 µM), for inactives: top-dose activity, negative = inhibition, actives largely listed as inhibitors;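 further: Gal4-VP16 expression switched on by copper sulfate through the metallothionein promoter; potency means the concentration at half of the fitted maximal effect; on the % scale 0 is the no-effect control and ±100 the full control effect; nearly all actives have a fitted effect of over 50% in size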
* = called active by the depositor; ? = inconclusive; . = not tested or not shown; & = joins results of further samples; [ ] = remark or other dose. Unless noted, the call rests on the fitted dose curve; in most records, active means well fitted curve in the direction sought with a large enough effect; inconclusive means small, poorly fitted or top-dose-only effect, or another doubt; inactive means no such curve, though single readings can be large; an effect the other way counts as inactive or inconclusive.

SMILES	Menin MLL FP TR	PKM2 activator	Rab9 prom act	p53 reactivation	FLuc modulator	RORgamma inh	NPC1 prom act	BRCA1 expr up	Giardia killer	ELG1 genotoxic	VP16 counter
COc1ccc(OC)c(CNC(=O)Cn2nc(C)c3c(C)n(-c4ccc(C)cc4)nc3c2=O)c1	-14%	.	-33%[inhibitor]	-2%	2%	33%	-31%[inhibitor]	-34%	9	-6%[9.26 µM]	-20%
Cc1c(N=Cc2nc3ccccc3[nH]2)c(=O)n(-c2ccccc2)n1C	?	-22%	8%	21%	13µM*	-19%	14%	1%	1	0%	-7%
O=C(CCN1C(=O)C2C3C=CC(C3)C2C1=O)NC1CCCCC1 (configuration not stated)	0%	-12%	14%	25%	5%	3%	-2%	7%	9	2%	-10%
COc1ccc(OCc2cc(C(=O)N3CCOCC3)no2)c(Cl)c1	30%	.	1.4µM*	?	6.7µM*	2%	1.6µM*	?	-8	18µM*	-5%
Cc1ncc(CN2CCC(C(=O)Nc3ccc(-n4cccn4)cc3)CC2)s1	-4%	1%	6%	-11%	1%	-15%	-1%	25%	6	-1%	-2%
CCc1ccc(C(=O)N2CCN(c3ccc(NC(=O)c4ccco4)cc3)CC2)cc1	-15%	-4%	-4%	.	3%	.	-3%	-14%	-5	-3%	.
CCn1c2ccccc2c2cc(NC(=O)C(C)Oc3ccccc3)ccc21 (configuration not stated)	27%	-1%	9%	-1%	2%	21%	-1%	-24%	-24	-6%	-6%
CCCC(C(=O)NCCc1ccc(S(N)(=O)=O)cc1)c1ccccc1 (configuration not stated)	-6%	.	0%	-5%	1%	-4%	-4%	-8%	9	-2%	10%
COc1ccc(S(=O)(=O)Nc2c(C)nc3nc[nH]n3c2=O)cc1	0%	-8%	-1%	0%	2%&-3%	0%	-5%	-29%	-10	1%	2%
COC(=O)C1CCN(S(=O)(=O)c2ccc(NC(C)=O)cc2)CC1	0%	-7%	-1%	-3%	1%	8%	-1%	0%	3	-1%	0%
CCOC(=O)c1sc(NC(=O)c2ccc(S(=O)(=O)N(CC)CC)cc2)nc1C	23%	-10%	-13%	0%	-2%	?	-16%	3%	-1	-3%	-27%
CCOc1ccc(NC(=O)COC(=O)C2C3CC4OC(=O)C2C4C3)cc1 (configuration not stated)	1%	.	2%	4%	1%	9%	-6%	-8%	-23	-11%	-9%
Cc1c(NC(=O)COC(=O)c2ccc(Br)o2)c(=O)n(-c2ccccc2)n1C	-1%	2%	-2%	1%	-2%	-9%	0%	18%	1	1%	-6%
Cc1ccc(Nc2nnc(SCc3nc4ccccc4c(=O)[nH]3)s2)cc1	-26%	-1%	-13%	2%	-2%	7%	-6%	-22%	4	?	-1%
Cc1sc(NC(=O)c2cc(-c3ccccc3)nc3ccccc23)c(C(N)=O)c1C	?	-2%	-1%	13%	3%	?	2%	-65%	22	-10%	0%
Cc1ccc(S(=O)(=O)N(CCC(=O)O)c2ccccc2)cc1	-18%	-21%	-6%	4%	1%	3%	-5%	7%	11	2%	-10%
COc1ccccc1NC(=O)c1csc2c1CCC(C)C2 (configuration not stated)	-16%	-2%	29%	0%	?	-7%	?	19%	9	16%	?
CC(Oc1ccc(Cl)cc1Cl)C(=O)NCCCN(C)C (configuration not stated)	4%	-20%	-1%	-5%	1%	-9%	0%	14%	-16	8%	4%
COc1ccc(/C=C(\C#N)C(=O)c2c(C)[nH]c3ccccc23)cc1OC	18%	13%	-15%	-3%	-20%	-17%	0%	-18%	-5	1%	2%
O=C(NNC1=C(C(=O)C(F)(F)F)CCC1)c1cccc(O)c1	4%	-13%	4%	?	-14%	5µM*	10%	-68%	9	-4%	3.5µM*
O=c1[nH]c(CN2CCc3ccccc3C2)nc2ccccc12	-14%	-5%	6%	12%	-8%	-27%	7%	-3%	-1	6%	1%
O=C(Nc1cccc(-c2nnc(-c3ccccc3)o2)c1)C1CCCCC1	12%	5%	-1%	-6%	17%	-14%	-2%	?	8	5%	?
Cc1ccc(S(=O)(=O)Nc2ccc(C(=O)N3CCOCC3)cc2)cc1	.	.	0%	-2%	-1%	27%	-5%	-3%	-8	1%	-4%
CCOC(CNC(=O)c1cc(C)nn1-c1ccccc1)OCC	-23%	-5%	-2%	-5%	-2%	8%	1%	-8%	11	0%	1%
O=C(Nc1ccc(F)cc1)Nc1ccc2c(c1)OCO2	.	8%	-5%	-1%	3%	12%	8%	?	17	1%	-1%
COc1ccc(F)cc1S(=O)(=O)NC(Cc1ccccc1)C(N)=O (configuration not stated)	.	1%	1%	-2%	2%	16%	2%	-2%	-23	-2%	1%
CN(C)S(=O)(=O)c1ccc(NC(=O)c2ccncc2)cc1	10%	-18%	-1%	5%	?	3%	0%	-7%	4	-6%	-16%
O=C(CSc1ncn[nH]1)N1N=C2/C(=C/c3ccccc3)CCCC2C1c1ccccc1 (configuration not stated)	-14%	-4%	-5%	-22%	4%	?	-5%	-55%	-7	-1%	0%
CCc1ccc(N=C2NC(=O)/C(=C/c3cc(Br)c(OCC(=O)O)c(OC)c3)S2)cc1	?	1%[11.5 µM]	3%	.	-17%	?	-7%	-26%	17	2%	-12%
COc1ccc(C(=O)Nc2ccnn2C2CCN(Cc3ccccn3)CC2)cc1	4%	-6%	4%	3%	-3%	3%	6%	-3%	20	4%	-5%
Cc1c(C(=O)Nc2cccc([N+](=O)[O-])c2)csc1-c1ccccc1	.	4%	1.3µM*	2%	0.85µM*	?	0.71µM*	?	-2	?	-1%
COc1ccc(CNc2c(C(=O)O)cnc3c2cnn3C)cc1	-4%	-1%	5%	0%	-6%	7%	-4%	3%	2	4%	-4%
COc1c(C)cc(Br)cc1C(=O)NC(=S)NCc1ccco1	.	-1%	.	-9%	6%	11µM*	-4%	-23%	6	-3%	?
Cc1nn(-c2ccccc2)c2ncc(C(=O)c3cc(Cl)ccc3O)cc12	3%	1%	3%	19%	1%	38%	-2%	-34%	-12	-1%	0%
COc1ccc(N(Cc2ccccc2)S(=O)(=O)c2cccc(C(=O)Nc3ncccc3C)c2)cc1	.	.	1%	-16%	5%	.	2%	-21%	?	-6%	.
CC1CCN(C(=O)CSc2nc3c(c(=O)n2C)SCC3)CC1	.	0%	20%	18%	3%	6%	-6%	-2%	-7	10%	-7%
O=C(NC1CCCC1)C(c1ccc(N2CCOCC2)cc1)N(C(=O)c1ccco1)c1ccccc1F (configuration not stated)	-20%	0%	-2%	2%	-2%	9%	-6%	-3%	3	-4%	6%
O=C(NNC(=O)C1CCCC1)c1ccc(F)cc1	13%	-9%	5%	18%	5%	16%	-1%	14%	8	0%	-6%
CCc1nnc(NC(=O)Nc2ccc(OC)cc2)s1	3%	1%	?	19%	17µM*	27%	?	?	-11	?	-3%
Cc1csc(NC(=O)c2ccncc2)n1	.	0%	8%	1%	?	-3%	-1%	-20%	34[activator]	1%	23%
Cc1onc(-c2c(F)cccc2Cl)c1C(=O)OCN1C(=O)c2ccccc2C1=O	2%	-9%	-5%	0%	-1%	7%	2%	-3%	-12	0%	1%
COCCCNC(=O)Cn1cc(C(=O)c2cccs2)c2ccccc21	9%	5%	-1%	1%	-9%	24%	-4%	-3%	6	0%	-1%
COc1ccc(C(=O)NCc2nnc(SCC(=O)N3CCCCC3)o2)cc1	-1%	1%	2%	-5%	-1%	-3%	-6%	12%	13	0%	8%
CNC(=O)CCc1[nH]c2ccccc2c1Sc1ccccc1	-2%	7%	-1%	3%	0%	-9%	-3%	-19%	0	-2%	-14%
NC(=O)c1cccc2c1C(=O)N(C1CCCCC1)C2	-7%	-8%	-2%	-1%	0%	14%	-1%	1%	-28	?	-5%
O=c1cc(O)nc2n1CCCS2	-2%	-5%	-8%	-2%	1%	-19%	-4%	0%	7	0%	-5%
NNC(=S)NCc1cccnc1	-4%	0%	1%	-2%	-2%	8.9µM*	-1%	-32%	-12	-3%	?
CC(=O)Nc1c(C)nn(C(C)=O)c1C	9%	-5%	2%	10%	1%	-8%	0%	2%	-19	0%	-4%
CC(C)COc1ccc(C/C(N)=N/n2cnnc2)cc1	-5%	-4%	-29%	13%	-4%	?	-22%	-4%	2	-4%	?
CCOC(=O)CNC(=O)C1CCN(S(=O)(=O)c2ccc(-c3nn[nH]n3)cc2)CC1	?	0%	-5%	2%	0%	-11%	2%	1%	9	1%	-16%
CCCCN(C(=O)c1cnc2n(c1=O)CCS2)c1ccccc1	2%	0%	-2%	2%	0%	-11%	0%	-5%	-14	-2%	0%

The list is partial (hit frequency here may not be typical).
